Source: PubChem BioAssay
KDM5B inh – KDM5B demethylase inhibition. 220,000 compounds, 2.6% hits. KDM5B demethylase, FDH-coupled NADH fluorescence (FDH is formaldehyde dehydrogenase). Potency, µM (doses to about 57.7 µM), for inactives: at the top dose activity change, negative = inhibition, actives largely listed as inhibitors. Q9UGL1; active = well fitted inhibition curve with a large enough effect; inconclusive = small, poorly fitted or top-dose-only effect; inactive = no such curve, though single readings can be large or run the other way; also: 0% is about no effect; nearly all actives have a fitted effect of over 70% in size
Target sequence (Q9UGL1 whole entry, looked up): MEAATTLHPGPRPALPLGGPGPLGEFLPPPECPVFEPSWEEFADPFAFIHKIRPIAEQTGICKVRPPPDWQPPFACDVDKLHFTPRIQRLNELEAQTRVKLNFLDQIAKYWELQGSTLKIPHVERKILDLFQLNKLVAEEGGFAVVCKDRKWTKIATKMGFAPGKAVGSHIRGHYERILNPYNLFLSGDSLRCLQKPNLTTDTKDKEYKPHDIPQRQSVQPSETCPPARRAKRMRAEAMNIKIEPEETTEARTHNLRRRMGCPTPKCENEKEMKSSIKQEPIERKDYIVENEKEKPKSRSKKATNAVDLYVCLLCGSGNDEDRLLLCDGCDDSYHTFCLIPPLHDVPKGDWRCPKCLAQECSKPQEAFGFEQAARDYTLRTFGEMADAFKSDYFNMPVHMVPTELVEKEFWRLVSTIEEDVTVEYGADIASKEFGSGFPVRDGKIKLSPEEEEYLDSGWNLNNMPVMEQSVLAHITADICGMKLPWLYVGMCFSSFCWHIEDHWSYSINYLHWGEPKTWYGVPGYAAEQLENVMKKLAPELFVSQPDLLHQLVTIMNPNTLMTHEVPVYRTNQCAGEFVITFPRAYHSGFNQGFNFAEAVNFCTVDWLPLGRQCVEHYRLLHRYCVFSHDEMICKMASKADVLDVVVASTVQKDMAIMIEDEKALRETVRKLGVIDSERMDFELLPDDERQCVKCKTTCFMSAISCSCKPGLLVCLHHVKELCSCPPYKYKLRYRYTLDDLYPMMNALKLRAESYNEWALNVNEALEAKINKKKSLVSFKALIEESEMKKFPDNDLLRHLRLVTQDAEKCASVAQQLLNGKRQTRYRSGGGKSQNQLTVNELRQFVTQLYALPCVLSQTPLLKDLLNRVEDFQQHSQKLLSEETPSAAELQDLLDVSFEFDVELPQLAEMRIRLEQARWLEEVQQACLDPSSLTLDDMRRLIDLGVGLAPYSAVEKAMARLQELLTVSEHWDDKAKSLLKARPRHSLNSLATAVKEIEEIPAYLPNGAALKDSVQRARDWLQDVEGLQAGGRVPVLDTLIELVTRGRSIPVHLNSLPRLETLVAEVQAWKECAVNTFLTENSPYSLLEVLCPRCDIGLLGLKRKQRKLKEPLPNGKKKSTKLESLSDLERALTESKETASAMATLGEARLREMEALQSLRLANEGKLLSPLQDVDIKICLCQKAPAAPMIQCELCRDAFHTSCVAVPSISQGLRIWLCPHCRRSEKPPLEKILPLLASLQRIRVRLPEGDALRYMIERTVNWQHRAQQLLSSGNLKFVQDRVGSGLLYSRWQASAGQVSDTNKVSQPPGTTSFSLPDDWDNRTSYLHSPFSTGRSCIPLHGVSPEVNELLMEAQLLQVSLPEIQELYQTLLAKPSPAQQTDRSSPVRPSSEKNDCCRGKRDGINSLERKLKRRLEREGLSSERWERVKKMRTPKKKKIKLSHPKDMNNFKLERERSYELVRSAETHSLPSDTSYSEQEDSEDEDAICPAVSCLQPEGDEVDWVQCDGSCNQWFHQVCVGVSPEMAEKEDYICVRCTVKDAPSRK
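Here, H3K4me3 peptide (12.5 µM in substrate mix) is demethylated by KDM5BΔAP, 200 nM final, after 10 min compound exposure. Formaldehyde product is coupled through FDH (0.25 U/mL in mix) to NADH fluorescence; 30-min ΔRFU feeds dose-response curves.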
The depositor's hits bear a star; i = inactive; ? = inconclusive; & = joins results of further samples; [ ] = another dose, or the depositor's remark. Potency is read from the fitted curve at half-maximal effect. Some of the compounds tested, so the mix of outcomes need not match the whole.

SMILES	KDM5B inh
CC(=O)NN=C1CCC(C(C)(C)C)CC1 (stereo unspecified)	-19%
Cc1nc2c(c(-c3ccc(O)cc3)n1)CN(C(=O)Nc1ccccc1)CCC2	-13%
Cc1ccc2c(c1)c1c(c(=O)n(Cc3ccccc3)c(=O)n1CC(=O)Nc1ccccc1C)n2C	?
CCOc1ccc2nc(SCC(=O)NNC(=O)c3ccco3)c(C)cc2c1	6%
CCCCCn1nc(C(=O)NCc2ccc(Cl)cc2)c2ccccc2c1=O	-5%
COCC1CN(C)CC12CCN(C(=O)C1CC=CC1)CC2 (stereo unspecified)	?
COc1ccc(C(=O)N2CCC3(CC2)CC(c2nc(C)no2)N(C)C3)cc1F (stereo unspecified)	-15%
O=C(NC(Cc1ccccc1)C(=O)O)/C(=C/c1ccccc1)NC(=O)c1ccco1 (stereo unspecified)	-7%
COc1ccc2c(c1)CCN=C2C[C@H]1CN(C(=O)C(=O)O)CC[C@H]1CC(=O)O	28µM*
CC1=C(C(N)=O)C(c2cccc(Br)c2)n2nc(SCc3ccccc3Cl)nc2N1 (stereo unspecified)	?
COc1ccccc1-c1cn2c(n1)CO[C@@H](CNC(=O)c1ccc(Cl)cc1)C2	-27%[86.2 µM]
Cc1ccc(-c2nnc(C3CN(C(=O)c4ccc(C)s4)CC34CCOCC4)o2)cc1 (stereo unspecified)	13%
N#Cc1c(N)n[nH]c1CCCNC(=O)c1cc(-c2ccco2)nc2ccccc12	i
COc1cc(OC)c(OC)cc1CN1CCc2nc(N3CCN(c4ncccn4)CC3)ncc2C1	?
Cc1ccc(NC(=O)C(=O)NCC(c2cccnc2)N2CCN(Cc3ccccc3)CC2)cc1F (stereo unspecified)	-9%
Cc1[nH]c2ccc(C(=O)N3CCC(C(=O)NCC(C)(C)CN(C)C)CC3)cc2c1C	11%
COC(=O)c1ccccc1NC(=O)Cn1cccc1-c1nc(-c2ccccc2)no1	28µM*
CN1C[C@H](C(=O)Nc2cccc(Cl)c2)C[C@H]1c1cccc(C(F)(F)F)c1	?
Cc1cc(C)c([S+](=O)([O-])c2nnn3c2nc(N2CCC(F)CC2)c2ccccc23)c(C)c1	79µM*
COCCN1CCNc2nc(COc3ccc(Cl)cc3OC)n(Cc3ccccc3)c2C1=O	-13%

Three entries out of the list, arranged by number of heavy atoms, largest number first.
SMILES	KDM5B inh
Cc1ccc(NC(=O)C(=O)NCC(c2cccnc2)N2CCN(Cc3ccccc3)CC2)cc1F (stereo unspecified)	-9%
Cc1[nH]c2ccc(C(=O)N3CCC(C(=O)NCC(C)(C)CN(C)C)CC3)cc2c1C	11%
CN1C[C@H](C(=O)Nc2cccc(Cl)c2)C[C@H]1c1cccc(C(F)(F)F)c1	?

Some of the entries so far, with the structure last.
| KDM5B inh | Compound |
| --- | --- |
| 79µM* | Cc1cc(C)c([S+](=O)([O-])c2nnn3c2nc(N2CCC(F)CC2)c2ccccc23)c(C)c1 |
| -13% | COCCN1CCNc2nc(COc3ccc(Cl)cc3OC)n(Cc3ccccc3)c2C1=O |

Next section.
SMILES	KDM5B inh
CC(=O)c1ccc(NC(=O)COC(=O)C2CCN(c3ccc(C(F)(F)F)cn3)CC2)cc1	-18%
O=C1CCCN1CCCNC(=S)Nc1ccc(Nc2ccccc2)cc1	?
O=C(C1CCCC1)N1Cc2ccccc2CC2(CCCN(Cc3ccccc3)C2)C1 (stereo unspecified)	1%[115 µM]
O=C(Nc1ccc(F)cc1)c1cc2n(n1)CC(c1ccc3c(c1)OCO3)OC2 (stereo unspecified)	?
CCOc1ccc(NC(=O)c2sc3nc4c(c(-c5ccccc5)c3c2N)C(=O)CC(C)(C)C4)cc1	5%
CCC(C)C1=NS(=O)(=O)c2cc(NC(=O)C3CC3)ccc2N1c1ccccc1 (stereo unspecified)	-11%
CC(C)Cn1cnc2c1c(=O)n(CC(=O)NCc1ccc(Cl)cc1)c(=O)n2Cc1ccccc1	22%
CN1[C@@H](CCC(=O)NCc2cccnc2)CNC(=O)[C@@H]2[C@H]1CCN2Cc1ccc(O)cc1	?
COc1ccc(-c2noc([C@@H]3CCCN3C(=O)c3ccccn3)n2)cc1	-14%
CC1(c2ccccc2)N(Cc2cccnc2)C(=O)OC12CCN(C(=O)Cc1ccccc1)CC2 (stereo unspecified)	10%
Cc1cc(C)c(CNC(=O)c2nc(-c3ccccc3O)cc3c2ccn3C(C)C)c(=O)[nH]1	-21%[86.2 µM]
COc1ccc(-c2ccc3ncn(C)c(=O)c3n2)cc1OC	-15%[86.2 µM]
COC(=O)c1ccc(OC(=O)c2ccc(COc3ccccc3)o2)cc1	-9%
COc1ccc(OC)c(S(=O)(=O)N2Cc3ccccc3CC2C(=O)Nc2ccc(C(C)=O)cc2)c1 (stereo unspecified)	-25%
CCCOc1ccc(-c2nc(C#N)c(NCCCN(C)C)o2)cc1	i
CCc1noc(-c2ccn3c(CNC(=O)c4ccc(OC)cc4)nnc3c2)n1	14µM*
Cc1ccc(Cn2c(SCC(=O)O)nc3c2c(=O)n(C)c(=O)n3C)cc1	4%
Cc1ccc(NC(=O)N2CCC(c3cc(-c4cccc(C)c4)n[nH]3)CC2)cc1	-11%
CC(C)c1ccc(NC(=O)c2cc(S(=O)(=O)N3CCc4ccccc4C3)ccc2F)cc1	-28%
CCOC(=O)Cc1ccc(NC(=O)Nc2cccc(OCc3cc(=O)n4cc(C)ccc4n3)c2)cc1	4%
CCN1c2cc(C(=O)Nc3ccc(F)c(C)c3)ccc2C(=O)N2CCCCC21 (stereo unspecified)	?
COc1ccc(NC(=O)c2nc(-c3ccc(C)cc3)n3c2CCCCC3)c(OC)c1	6%
O=C(NCc1ccco1)c1ccc2c(c1)N(Cc1cccc(Cl)c1)C(=O)c1ccccc1S2(=O)=O	-29%
COc1cccc(-c2ccc3c(n2)CN(CC(=O)N2CCCC2)C(=O)CO3)c1	?
CNC(=O)c1cnn2c1CN([S+](=O)([O-])c1c(C)noc1C)CC2	-6%[149 µM]
O=C(Nc1cc(F)ccc1F)N1CC(c2nnc(-c3ccncc3)o2)C2(CCOCC2)C1 (stereo unspecified)	4%
O=C(Nc1ccc(F)cc1F)Nc1ncc(Cl)cc1Cl	14%
Cc1noc2c(-c3cccnc3)cc(-c3cccc(C(F)(F)F)c3)nc12	?
Nc1c(C(=O)CSc2nnc(-c3ccccc3F)o2)c(=O)[nH]c(=O)n1C1CC1	-13%
CCOC(=O)c1c(C)c(C(=O)NCc2ccc(Cl)cc2)c(C)n1C	-38%
CCCc1cc(=O)[nH]c(SCC(=O)N2CCN(c3ccccc3OC)CC2)n1	-3%
Cc1cccnc1N1CCN(Cc2ccc(-n3cncn3)cc2)CC1	?
CC(C#N)CN(C)C(=O)CNC(=O)NCc1ccco1 (stereo unspecified)	20%
CNC(=O)[C@H]1C[C@H](Oc2ccccc2)CN1C(=O)c1cc(F)ccc1F	-15%
CCCNC(=O)CN(C)Cc1ncc(-c2ccccc2)o1	51%[activator]
Cn1cccc1C(=O)OCc1ccc(C(C)(C)C)cc1	-7%
CN(C)c1ccc(C(=O)N2CCN3C(=O)N(CC(N)=O)C(=O)[C@@H]3C2)cc1	-18%[86.2 µM]
CN1CCN(c2nc3c(c(=O)[nH]2)CCN(Cc2cccc(Cl)c2)CC3)CC1	-3%
CC(C)CCN1CCC2(CC1)CNC(=O)c1ccccc1O2	17%[149 µM]
O=C1CN(Cc2ccc(Cl)cc2)CCN1c1ccc(Cl)nn1	-6%
Cc1ccc(-n2ncc(C(=O)NCCN3CCCC3)c2C2CCN(C(=O)OC(C)(C)C)CC2)cc1	?
Cc1ccc(NCC(O)Cn2c3ccccc3n3c(=O)cc(C)c(C#N)c23)cc1 (stereo unspecified)	11%
CC(C)Cc1nc2cccnc2n1C1CCN(S(=O)(=O)c2ccc(Cl)s2)CC1	5%
CCn1cc(C(=O)NCc2ccc(C)cc2)c(=O)c2cc(S(=O)(=O)N3CCCCCC3)ccc21	-14%
O=C(NCc1nnc2n1C(C(=O)N1CCCC1)CC2)c1cccnc1 (stereo unspecified)	0%[115 µM]
CC1(C)c2ccccc2-c2nc3ccccc3cc2C1O (stereo unspecified)	?
CC[C@H]1CN(C(=O)Nc2cccc(C(F)(F)F)c2)CC[C@H]1CC(=O)NCc1ccc(OC)c(OC)c1	-6%
COc1ccccc1Nc1cnc2ccc(-c3ccccc3OC)nn12	?
CCc1ccc2[nH]c(CSCC(=O)Nc3ccc(OC)c(Cl)c3)cc(=O)c2c1	8%
CCSc1nc2n(n1)C(c1ccc(OC)cc1)C1=C(CC(C)(C)CC1=O)N2 (stereo unspecified)	0%

Following part.
SMILES	KDM5B inh
CNC(=O)c1cccc(NC(=O)CC(C)(C(=O)O)c2ccccc2)c1 (stereo unspecified)	2%
COc1ccc(-c2cc(C(=O)NC3CC(C)(C)NC(C)(C)C3)c3ccccc3n2)cc1OC	-4%
Cc1ccc(-c2cc(C(=O)OCC(=O)NC34CC5CC(CC(C5)C3)C4)c3ccccc3n2)o1	?
O=C(NC1CCCCC1)C1CCCN(CCCc2nc3ccccc3o2)C1 (stereo unspecified)	7%
Clc1ccccc1NN=C1c2ccccc2-c2ccccc21	14%
Cc1ccc(C2Cn3nnc(C(=O)N4CCC(C(=O)NCc5ccccc5)CC4)c3CO2)cc1 (stereo unspecified)	14%
Cc1cc(O)c(C(c2ccccc2)N2CCCCC2)c(=O)n1Cc1ccco1 (stereo unspecified)	?
NC(=O)[C@@H]1C[C@H](Oc2cccnc2)CN1C(=O)COc1ccc(F)cc1	12%
CN(c1cc(=O)c2ccnc(-c3cccc(CO)c3)c2o1)C1CCOCC1	40µM*
CCOc1ccc(NC(=O)Cn2cccc2-c2nc(-c3ccccc3)no2)cc1	8%
COc1ccc(-c2cc(=O)n(-c3ccc(C)c(C)c3)[nH]2)cc1	?
COc1ccc(Br)cc1CN(C)C(=O)c1cc(Cl)c2c(c1)OCCO2	-15%&-14%
CCn1cc(CN(C)C(=O)c2ccc(N3CC4CC(C3)[C@H]3CCCC(=O)N3C4)nc2)c(C)n1 (stereo partly specified)	?
Brc1ccccc1CSc1nnc(-c2cccnc2)o1	23%
Cc1cccc(C)c1OCC(O)Cn1cnc2c(cnn2-c2ccc(F)cc2)c1=O (stereo unspecified)	5%
CCN(CC1CCOC1)C(=O)C=C(C)C (stereo unspecified)	18%
Cc1ccc(CN2C(=O)OC(c3cccc(NC(=O)c4ccc(C)cc4)c3)C2C(=O)NCC(C)C)cc1 (stereo unspecified)	?
CCc1ccc(CNC(=O)CCC2CCN(S(=O)(=O)c3ccccc3)CC2)cc1	5%
COc1cccc(OCCNC(=O)c2ccc3[nH]c(C)c(C)c3c2)c1	-25%
c1cnc2c(c1)ncn2C1CCCC1	-6%[115 µM]
CC(C)(C)c1ccc(/C=N/Nc2ccc(S(N)(=O)=O)cc2[N+](=O)[O-])cc1	-1%
Cc1n[nH]c(=O)c2c(NC(=O)CSc3nnc(C4CC4)n3C3CC3)oc(C)c12	2%
COc1ccc(-c2c(C)oc3cc(OCC(=O)OCc4ccccc4)ccc3c2=O)cc1OC	-20%
Cc1cccc(/C=C/c2nc3ccccc3c(=O)n2-c2ccc(C(=O)O)cc2)c1	12%
CCCCOc1ccc(C(=O)N2CCC[C@H]2c2nc(-c3ccccc3Cl)no2)cc1	0%
CCOC(=O)c1noc2nc(C)n(Cc3cccc(C#N)c3)c(=O)c12	10%
COc1ccc(-c2cc(N3CCC(NC(=O)c4ccc(Cl)s4)CC3)n[nH]2)cc1	2%
Cn1cnc(S(=O)(=O)N2CCC[C@H](n3c(=O)n(C)c4cccnc43)C2)c1	-25%
Cc1cc(Cl)ccc1C(=O)C1CCCN(C(=O)c2snnc2C)C1 (stereo unspecified)	48%[activator]
CN1[C@@H](CCC(=O)NCc2ccccc2)CNC(=O)[C@@H]2[C@H]1CCN2Cc1ccc(O)cc1	-31%
COc1ccc(CCN2C(=O)c3[nH]nc(-c4ccccc4O)c3C2c2ccc(O)c(OC)c2)cc1 (stereo unspecified)	-13%
CC(NC(=O)COC(=O)c1cc([N+](=O)[O-])ccc1N1CCOCC1)c1ccccc1 (stereo unspecified)	7%
O=C(NCCc1ccccc1)c1ccc(Nc2nc3ccccc3n3nnnc23)cc1	?
O=C(C1CCCCC1)N1CCCC(c2noc(COc3ccccc3)n2)C1 (stereo unspecified)	17%
CN(CC(=O)Nc1ccc(F)cc1)C(=O)c1ccc(N2C(=O)CCC2=O)cc1	11%
Cc1ccc(Cl)cc1NC(=O)N1C[C@@H](F)C[C@H]1C(=O)N1CCCCC1	-1%
CCCc1sc(NC(=O)C[C@H]2NC(=O)c3ccccc3NC2=O)nc1C(=O)OC	-20%
COC1CCC12CCN(C(=O)c1ccncc1)CC2 (stereo unspecified)	16%
Cc1cc(C)cc(C(=O)NCC(=O)OCC(=O)c2c(N)n(C)c(=O)n(C)c2=O)c1	-23%
CCC(CC)C(=O)Nc1cccc(-c2nc3ccccc3o2)c1	-1%
CC(=O)N1CCC(N(C(=O)Nc2c(F)cccc2F)C(C)C)CC1	8%
CC(C)=CC(=O)Nc1ccc2c(c1)CCC2	3%
c1ccc(-c2ccccc2Nc2cnc3ccc(N4CCOCC4)nn23)cc1	18%[86.2 µM]
N#Cc1ccc(CN2CCCc3cc(F)cc(F)c32)cc1	-9%

A second format for 4 compounds above:
| smiles | KDM5B inh |
| --- | --- |
| CC(=O)N1CCC(N(C(=O)Nc2c(F)cccc2F)C(C)C)CC1 | 8% |
| CC(C)=CC(=O)Nc1ccc2c(c1)CCC2 | 3% |
| c1ccc(-c2ccccc2Nc2cnc3ccc(N4CCOCC4)nn23)cc1 | 18%[86.2 µM] |
| N#Cc1ccc(CN2CCCc3cc(F)cc(F)c32)cc1 | -9% |
